Screens (PubChem BioAssay)
ATG4B inhibitor: ATG4B (human) cysteine protease inhibition; Q9Y4P1; ATG4B cleavage of LC3-PLA2, NBD-HPC fluorescence, 1 h; inhibition, % at 8.33 µM; 340,000 compounds, 0.51% hits; AID 504462; in the data active = inhibition above about 40%
Target sequence (Q9Y4P1 whole entry, looked up): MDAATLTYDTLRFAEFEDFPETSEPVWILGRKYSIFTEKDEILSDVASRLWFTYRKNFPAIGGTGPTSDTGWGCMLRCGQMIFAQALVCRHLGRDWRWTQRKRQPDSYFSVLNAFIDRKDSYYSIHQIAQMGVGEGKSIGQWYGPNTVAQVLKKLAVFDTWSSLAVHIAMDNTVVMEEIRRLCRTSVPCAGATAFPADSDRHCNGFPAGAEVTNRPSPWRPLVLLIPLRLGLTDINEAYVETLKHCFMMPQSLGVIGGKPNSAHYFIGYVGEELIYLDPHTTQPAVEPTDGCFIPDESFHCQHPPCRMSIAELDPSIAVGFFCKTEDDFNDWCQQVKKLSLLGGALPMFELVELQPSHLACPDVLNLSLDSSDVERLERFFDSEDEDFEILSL
MPTP block: permeability transition pore inhibition. isolated mouse mitochondria, Ca2+ swelling absorbance, 30 min. inhibition, % at 10 µM. 360,000 compounds, 1.4% hits. AID 602449;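 active = inhibition of 50% or more, scaled per plate between neutral and stimulator controls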;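 also: 0% = DMSO wells given calcium and 100% = 1 mM EGTA wells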
* marks the source's active call; other numbers are inactive results. An excerpt (hit frequency here may not be typical).

Order of results – ATG4B inhibitor, MPTP block
> O=[N+]([O-])c1cccc(C=Nc2cc3c(cc2Br)OCCO3)c1
 : 8, -2.2
> NC(=S)c1cc2ccc(O)cc2oc1=O
 : -7, -5.9
> O=[N+]([O-])c1ccc(N/N=C/c2cn(Cc3ccc(F)cc3)c3ccccc23)nc1
 : -3, 5.1
> CCn1cc(C(=O)NC2CCCC2)c(=O)c2cc(S(=O)(=O)N3CCOCC3)ccc21
 : -1, -0.4
> Brc1ccc(Br)c2cnccc12
 : -2, 0.9
> Fc1ccc(-c2ccc3c(c2)C2CC3CCN2Cc2ccc3c(c2)OCO3)cc1 (configuration not stated)
 : 5, 0.4
> CC(C)(Nc1ccccc1)C(=O)c1ccccc1
 : 6, 0.7
> COc1ccc(N(/N=C2\Sc3ccccc3C2=O)C(C)=O)cc1
 : -1, 1.4
> O=C(c1cccc(Cl)c1)N1CCC2CC1c1cc(-c3ccccc3)ccc12 (configuration not stated)
 : -2, -0.2
> NC(=O)c1ncn([C@@H]2O[C@H](CNS(=O)(=O)c3cc4ccccc4s3)[C@@H](O)[C@H]2O)n1
 : -2, 2.5
> O=C(NCC(c1cccs1)N1CCOCC1)C1CCN(S(=O)(=O)c2cc(Cl)ccc2Cl)CC1 (configuration not stated)
 : -12, -1.3
> CCOc1ccc(CCNC(=O)COC(=O)c2cccc(S(=O)(=O)N(C)C)c2)cc1OCC
 : 2, -3.0
> Cc1ccc(S(=O)(=O)N2CCOCC(=O)NCCOCCNC(=O)COCC2)cc1
 : -2, -6.9
> C=C(C)COc1ccc2c(c1)CCC1C2CCC2(C)C(=O)C(=NO)CC12 (configuration not stated)
 : 0, 1.2
> O=S(=O)(O)c1cc(O)c2cc(Nc3ccccc3)ccc2c1
 : 3, -0.3
> N#CC(=C1C=CC(=NO)C(Cl)=C1)c1ccc(Cl)cc1
 : -5, 8.3
> COC(=O)c1ccc2nc3c(cc2c1)[C@@H]1CCN2C(=O)CCC[C@H](C3)[C@H]12
 : -7, -1.3
> CCOC(=O)C1=C(CN2CCc3ccccc32)NC(=O)NC1c1cc(C)ccc1C (configuration not stated)
 : -12, -1.7
> Cc1cc(C)c(Nc2cc(S(=O)(=O)O)c(N)c3c2C(=O)c2ccccc2C3=O)c(C)c1
 : 49*, 20
> CCOC(=O)C1CC2=C(CC(C)(C)CC2=O)N(CCOC)C1=O (configuration not stated)
 : -3, -0.6

Whole records as entered above. Screens in order: ATG4B inhibitor, MPTP block
CC(C)(Nc1ccccc1)C(=O)c1ccccc1 is entered as 6, 0.7
O=S(=O)(O)c1cc(O)c2cc(Nc3ccccc3)ccc2c1 is entered as 3, -0.3
Cc1cc(C)c(Nc2cc(S(=O)(=O)O)c(N)c3c2C(=O)c2ccccc2C3=O)c(C)c1 is entered as 49*, 20
Cc1ccc(S(=O)(=O)N2CCOCC(=O)NCCOCCNC(=O)COCC2)cc1 is entered as -2, -6.9
Fc1ccc(-c2ccc3c(c2)C2CC3CCN2Cc2ccc3c(c2)OCO3)cc1 (configuration not stated) is entered as 5, 0.4

The results go on:
Order of results – ATG4B inhibitor, MPTP block
> CC(=O)Nc1ccc(N=Nc2ccccc2)cc1[N+](=O)[O-]
 : -17, 1.6
> Cc1ccc(-c2nc3ncccc3o2)cc1NC(=O)c1ccc2c(c1)OCO2
 : -2, -0.5
> CCCCN(C)S(=O)(=O)c1cc2c(cc1Br)CCN2C(=O)C1CC1
 : 3, -1.7
> N#CC1(NC(=O)COC(=O)C2CCN(S(=O)(=O)c3ccc4c(c3)OCCO4)CC2)CCCCC1
 : 1, -0.7
> CCN(CC(=O)Nc1c(F)cccc1F)C(=O)c1cccc(S(=O)(=O)N2CCCc3ccccc32)c1
 : -3, 0.0
> CC(C)C[C@@H](CN)NC(=O)c1nc[nH]c1C(=O)N[C@@H](C)C(=O)CNC[C@H](C)NC(=O)c1nc[nH]c1C(=O)N[C@@H](C)C(=O)O
 : 2, 0.2
> COc1cccc(C(=O)CSc2nnc(CNS(=O)(=O)c3ccc(C)cc3)n2C)c1
 : -2, 4.1
> CC12CCC3(CC1CCC1OC12)OCCO3 (configuration not stated)
 : -4, -1.1
> CCOc1ccc(C(=O)NCC(=O)OCC(=O)N(C)CC(=O)Nc2ccccc2CC)cc1OCC
 : -6, 0.4
> O=C(CC(c1ccccc1)C1CCCCC1=O)c1ccccc1 (configuration not stated)
 : 1, -0.7
> Cc1ccc(S(=O)(=O)NCC(=O)OC(C)C(=O)NCc2ccc3c(c2)OCO3)cc1 (configuration not stated)
 : -4, -0.4
> CCCN(C(=O)COC(=O)c1nc2nccc(C)n2n1)C1CCS(=O)(=O)C1 (configuration not stated)
 : -3, -4.3
> NC1=NN(c2ccccc2)C(=O)C1
 : 2, -2.4
> F[B-](F)(F)c1cc2ccccc2s1
 : 2, 0.1
> Cc1ccccc1N=C1C(=O)Nc2ccccc21
 : -10, -0.4
> Oc1ccccc1-c1n[nH]c(-c2ccccc2O)n1
 : 0, 87*
> Clc1nssc1=Nc1ccc(Br)cc1
 : 0, 7.6
> COC(=O)c1ccc(CNC(=O)Cn2cnnn2)cc1
 : -2, -0.2
> CCOC(=O)C1CC(CN2C(=O)c3ccccc3C2=O)OC1=O (configuration not stated)
 : 0, 0.2
> COc1ccc(-c2oc3cc(OC(C)=O)cc(OC(C)=O)c3c(=O)c2OC)cc1
 : 8, 12

Sorted by number of heavy atoms (falling): some entries from above.
Order of results – ATG4B inhibitor, MPTP block
> CC(C)C[C@@H](CN)NC(=O)c1nc[nH]c1C(=O)N[C@@H](C)C(=O)CNC[C@H](C)NC(=O)c1nc[nH]c1C(=O)N[C@@H](C)C(=O)O
 : 2, 0.2
> NC(=O)c1ncn([C@@H]2O[C@H](CNS(=O)(=O)c3cc4ccccc4s3)[C@@H](O)[C@H]2O)n1
 : -2, 2.5
> CCOC(=O)C1CC2=C(CC(C)(C)CC2=O)N(CCOC)C1=O (configuration not stated)
 : -3, -0.6

Following part:
Order of results – ATG4B inhibitor, MPTP block
> O=c1[nH]c(SCc2nc3c(cnn3-c3ccccc3)c(=O)[nH]2)nc2ccccc12
 : -2, 0.8
> CC(C)CC1=NN2C(=N)/C(=C\c3coc4ccccc4c3=O)C(=O)N=C2S1
 : 27, 86*
> Oc1ccc(Cl)cc1C=NN1CCCCCC1
 : -3, 0.8
> CCCC1C2CN(C(C)C)CC=C2C(C#N)=C(N)C1(C#N)C#N (configuration not stated)
 : 1, 1.2
> O=C(NCc1ccco1)c1ccc(C(=O)NCc2ccco2)cc1
 : 8, 0.0
> CC1CC(C(O)c2ccccn2)C(=O)C(C(O)c2ccccn2)C1 (configuration not stated)
 : -10, -0.1
> O=C(O)COc1ccc(/C=N/n2cnc3scc(-c4cccs4)c3c2=O)cc1
 : 2, 4.0
> CCC(C)Cn1cnc2c(SCc3ccccc3F)nc(N)nc21 (configuration not stated)
 : 24, 1.3
> O=C(Nc1ccccc1)N1CCN(c2ccccc2)CC1
 : -12, -0.1
> CN1CCCN(S(=O)(=O)c2ccc(Cl)c(Cl)c2)CC1
 : 5, -0.5
> CC(=O)NC1=CC(=C[N+](=O)[O-])C=C1O
 : 12, 0.5
> O=C(O)C(Cc1cccs1)c1cccs1 (configuration not stated)
 : 0, -2.1
> Cc1ncnc(N)c1CCCNc1ccccc1
 : 6, 2.1
> CN1CCC(N(C)C(=O)/C(C#N)=C/c2ccc(OC(F)F)cc2)CC1
 : -5, 0.3
> CCC(CC)C(=O)OCC(=O)C1(O)CCC2C3CCC4=CC(=O)CCC4(C)C3C(O)CC21C (configuration not stated)
 : -14, -1.9
> O=C(Cc1cccc(NC(=O)C2CCN(C(=O)C3CCCC3)CC2)c1)Nc1cccc(C(=O)N2CCCCC2)c1
 : -11, -1.6
> CCCC(=O)c1ccc(OCc2cn(CC(=O)c3ccc(O)cc3)nn2)cc1
 : -4, 0.0
> CC12CCCCC1C(C(N)=O)C(=O)O2 (configuration not stated)
 : 2, 2.8
> CCOc1cc(N2CCOCC2)c(OCC)cc1NC(=O)c1ccc(S(=O)(=O)N2CC(C)OC(C)C2)cc1 (configuration not stated)
 : -4, 0.6
> COc1cc(CCC(=O)OCC(=O)Nc2cc(S(=O)(=O)N3CCOCC3)ccc2Cl)cc(OC)c1OC
 : -10, 0.4

5 entries picked at random from the list so far:
Order of results – ATG4B inhibitor, MPTP block
> CN1CCCN(S(=O)(=O)c2ccc(Cl)c(Cl)c2)CC1
 : 5, -0.5
> Oc1ccc(Cl)cc1C=NN1CCCCCC1
 : -3, 0.8
> O=C(O)C(Cc1cccs1)c1cccs1 (configuration not stated)
 : 0, -2.1
> CN1CCC(N(C)C(=O)/C(C#N)=C/c2ccc(OC(F)F)cc2)CC1
 : -5, 0.3
> CC(=O)NC1=CC(=C[N+](=O)[O-])C=C1O
 : 12, 0.5

Later entries.
Order of results – ATG4B inhibitor, MPTP block
> COc1cc(/C=C(\C#N)c2nc3ccccc3[nH]2)cc(OC)c1O
 : -22, 2.1
> CCC(=O)Nc1c(C#N)c2nc3ccccc3nc2n1-c1ccc(C)cc1
 : -1, 15
> N#Cc1c2nc3ccccc3nc2n2cc(NC(=O)c3ccc(F)cc3)ccc12
 : 2, 14
> O=C1NC(=NCc2ccccc2)NC1(c1ccccc1)c1ccccc1
 : -1, 0.0
> Cc1ccccc1Cn1c(=O)n(CC2CCC(C(=O)NCCc3ccccc3)CC2)c(=O)c2ccccc21 (configuration not stated)
 : 29, 1.0
> Nc1cc(Cl)cc2c1-c1ccc(Cl)cc1C2O (configuration not stated)
 : -4, 1.6
> O=c1[nH]cnc2c1ncn2C1OCC(O)C(O)C1O (configuration not stated)
 : 3, -1.3
> CSc1cc(SC)ncn1
 : 2, -0.5
> Cc1ccc(-c2cc(C(F)(F)F)n3ncc(C(=O)O)c3n2)cc1
 : -5, -2.3
> CCCC1OC(c2ccco2)OCC1CC (configuration not stated)
 : 2, 0.4
> COc1ccc(CN(C)C(=O)c2ccc(NC(=O)CC3SC(N4CCCCC4)=NC3=O)cc2)c(OC)c1 (configuration not stated)
 : -14, -0.5
> OCC(O)C1OCOC(C(O)CO)C1O (configuration not stated)
 : -4, -0.4
> COc1ccc(-c2cc(=O)c3ccc(O)cc3o2)cc1
 : -5, -1.1
> COc1ccc(-c2cc(=O)c3c(C)cc(O)cc3o2)cc1
 : 2, 0.9
> Cc1nc2c(O)c3c(c(O)c2nc1C)C1C=CC3CC1
 : -2, -1.1
> CC1(C)CC(=O)C(C=NCCN2CCN(C(=O)CC3CCCC3)CC2)=C(O)C1
 : 0, 0.8
> Cc1ccc(Cc2ccccc2C(=O)O)cc1
 : 0, -0.7
> O=C(O)c1ccccc1CC(CCc1ccccc1)C(=O)O (configuration not stated)
 : -1, -0.7
> OC(CSc1ccccc1)CN1CCN(c2ccccc2)CC1 (configuration not stated)
 : -5, -0.9
> O=C(NN=Cc1ccccc1O)C(O)(c1ccccc1)c1ccccc1
 : -3, -1.4
> CC(=O)C1CCC2C3CCC4CC(=O)CCC4(C)C3C=CC12C (configuration not stated)
 : -6, -0.1
> O=C1N[C@@H](Cc2c[nH]c3ccccc23)C(=O)N[C@H]1Cc1ccccc1
 : -4, 0.6
> CCCCN(C(=O)c1ccc(S(=O)(=O)N(C)c2ccccc2)cc1)c1c(N)n(CCC)c(=O)[nH]c1=O
 : 1, -3.4
> COc1ccc(/C=C/C(=O)OCC(=O)N2CCN(S(=O)(=O)c3ccc(C)cc3C)CC2)cc1OC
 : -50, 0.8
> COCCn1nnnc1C(c1ccc(C)cc1)N1CCN(Cc2ccc3c(c2)OCO3)CC1 (configuration not stated)
 : -3, -1.8
> COc1ccc(/C=C/C(=O)c2cc(F)ccc2OC(=O)c2ccccc2OC)cc1OC
 : -16, -0.3
> C=CCCC(=O)N1C[C@H]2CON(C)[C@H]2C[C@H]1c1cccc(Nc2ccccc2)c1
 : 4, 1.9
> CN1C[C@@H]2[C@@H]3C(=O)N(C)C(=O)[C@@H]3[C@](C)(C1=O)N2C(=O)c1ccc(C(F)(F)F)cc1
 : -8, -1.2
> Cc1c(C(=O)O)sc(S(=O)(=O)N2CCN(C(=O)CC(C)c3ccccc3)CC2)c1C(=O)O (configuration not stated)
 : -1, -0.5
> COc1cc2c3nc4n(c(=O)c3n(CC(=O)N3CCCC3)c2cc1OC)CCS4
 : 7, -1.8
> CCC(c1nnnn1CC1CCCO1)N(CCN1CCOCC1)Cc1cc2cc(C)ccc2[nH]c1=O (configuration not stated)
 : 2, 0.4
> O=[N+]([O-])c1ccc(O)c(CNCc2ccccc2)c1
 : -9, -1.4
> O=C(CCl)Nc1cc(SCC(O)CO)cc([N+](=O)[O-])c1 (configuration not stated)
 : -4, -0.1
> O=S1(=O)c2ccccc2C(O)(c2ccccc2)c2ccccc21
 : -2, 0.5
> COc1ccccc1N(CC(=O)Nc1c(C)n(C)n(-c2ccccc2)c1=O)S(=O)(=O)c1ccccc1
 : -5, -0.5
> OC(c1cc(-c2ccc(Cl)cc2)nc2ccccc12)C1CCCCN1 (configuration not stated)
 : 42*, -0.2
> O=c1c(/C=N/Nc2ccccc2)c(Sc2nnnn2-c2ccccc2)nc2ccccn12
 : 0, 3.8
> CC(=O)C1(C)C(=O)N(c2ccc(F)cc2)C(=O)N1c1ccc(F)cc1 (configuration not stated)
 : -7, -1.5
> O=C(/C=C/c1ccc([N+](=O)[O-])cc1)c1ccccc(=O)c1O
 : 0, 1.7
> Clc1ccc(-c2nnc(-c3ccccc3)o2)cn1
 : 1, 0.8
> COc1ccc(S(=O)(=O)N2CCCCC2)cc1NC(=O)c1cccc(S(=O)(=O)N2CC(C)OC(C)C2)c1 (configuration not stated)
 : -5, 1.5
> O=C(NNS(=O)(=O)c1ccc2ccccc2c1)C1CCN(Cc2ccccc2)CC1
 : 2, -0.8
> Cc1ccc(C)c(NC(=O)CC2Sc3ccccc3NC2=O)c1 (configuration not stated)
 : 4, -0.3
> O=[N+]([O-])c1ccc(/C=N/NS(=O)(=O)c2ccc(Cl)cc2)o1
 : 1, 0.8
